# A549 tox – A549 cytotoxicity, counter-screen for Nrf2 inhibitors; A549 ARE-Fluc cells, CellTiter-Fluor viability, 18-24 h; Potency, µM (top dose mostly 46 µM), inactives show top-dose activity change, negative = cytotoxicity, hits mostly inhibitors; 390,000 compounds, 0.16% hits; further: potency means the concentration at half of the fitted maximal effect; on the % scale 0 is the no-effect control and ±100 the full control effect
#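 Cytotoxicity counterscreen: CellTiter-Fluor fluorescence was measured in A549 ARE_Fluc cells after 18-24 h of compound exposure in a concentration series. The subsequent BugLite luminescent read reports ARE-luciferase activity.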
# ATXN2 expr inh – inhibitors of ATXN2 expression | Potency, µM (series often up to 57 µM), for inactives: top-dose activity change, negative = inhibition, usual class: inhibitors | 360,000 compounds, 0.72% hits | AID 1745845 | HEK-293 ATXN2-luciferase reporter, luminescence, 24 h; further: potency means the concentration at half of the fitted maximal effect; on the % scale 0 is the no-effect control and ±100 the full control effect; nearly all actives have a fitted effect of over 55% in size
#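 ATXN2-luciferase reporter cells (luciferase flanked by upstream and downstream ATXN2 gene portions) were treated 24 h at 37 °C with compounds at up to 57 uM. SteadyGlo luminescence gave expression; GF-AFC fluorescence gave viability.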
# S2 tox – reduces viability in counter-screen for ATXN expression inhibitors | S2 cells (HEK-293 line with an ATXN2-luciferase reporter) viability, CellTiter-Fluor protease fluorescence, 24 h | Potency, µM (doses to about 56.7 µM), hits mostly cytotoxic | 400,000 compounds, 0.49% hits; further: potency means the concentration at half of the fitted maximal effect; nearly all actives have a fitted effect of over 40% in size
# EPAC2 agonist – EPAC2 (human) agonism; Q8WZA2; EPAC2 activation, biochemical qHTS; response scale: 100% = 6.5 mM cAMP response; Potency, µM (series often up to 154 µM), for the others: at the top dose activation, actives largely listed as activators; 360,000 compounds, 0.079% hits; AID 720711; further: potency means the concentration at half of the fitted maximal effect; nearly all actives have a fitted effect of over 50% in size
# Target sequence (Q8WZA2 whole entry, looked up): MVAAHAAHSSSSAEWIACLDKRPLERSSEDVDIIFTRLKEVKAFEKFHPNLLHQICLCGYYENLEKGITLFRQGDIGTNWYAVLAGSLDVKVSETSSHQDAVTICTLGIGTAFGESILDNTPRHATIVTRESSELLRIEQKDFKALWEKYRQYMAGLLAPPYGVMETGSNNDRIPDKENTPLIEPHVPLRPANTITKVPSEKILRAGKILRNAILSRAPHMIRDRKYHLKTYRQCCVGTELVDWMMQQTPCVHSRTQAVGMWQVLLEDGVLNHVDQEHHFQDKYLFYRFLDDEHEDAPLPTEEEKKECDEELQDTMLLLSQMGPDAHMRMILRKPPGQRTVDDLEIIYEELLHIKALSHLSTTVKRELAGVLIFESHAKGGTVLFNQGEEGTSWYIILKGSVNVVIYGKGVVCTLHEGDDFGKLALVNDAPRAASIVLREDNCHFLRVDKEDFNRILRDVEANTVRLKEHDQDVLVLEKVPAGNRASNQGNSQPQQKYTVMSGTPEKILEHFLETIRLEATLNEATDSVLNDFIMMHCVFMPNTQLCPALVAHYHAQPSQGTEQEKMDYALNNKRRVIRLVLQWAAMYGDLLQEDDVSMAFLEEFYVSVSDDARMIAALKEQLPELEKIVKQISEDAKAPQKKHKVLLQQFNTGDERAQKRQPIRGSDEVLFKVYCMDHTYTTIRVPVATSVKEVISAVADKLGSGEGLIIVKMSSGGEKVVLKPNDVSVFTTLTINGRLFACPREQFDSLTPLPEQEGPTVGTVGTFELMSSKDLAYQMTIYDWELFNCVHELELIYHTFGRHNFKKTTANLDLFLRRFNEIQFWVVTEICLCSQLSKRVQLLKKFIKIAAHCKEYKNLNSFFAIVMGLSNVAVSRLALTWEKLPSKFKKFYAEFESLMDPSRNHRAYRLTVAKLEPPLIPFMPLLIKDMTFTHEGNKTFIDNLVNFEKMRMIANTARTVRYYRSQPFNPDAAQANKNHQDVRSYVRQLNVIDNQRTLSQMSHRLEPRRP
#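 Compounds were added across a concentration range to EPAC2 (100 nM), RAP1B-BODIPY-GDP (250 nM) and GDP (50 uM). After 5 min at room temperature, fluorescence was recorded at 5-min intervals for 30 min.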
# HepG2 viability – HepG2 cytotoxicity, counter-screen for TGF-b inhibitors. HepG2 CAGA-GFP viability, ATP luminescence, 18 h. Potency, µM (titrated, usually from 46.1 µM), without a hit: at the top dose activity change, negative = cytotoxicity, most hits filed as cytotoxic. 410,000 compounds, 0.76% hits. AID 588856; further: potency means the concentration at half of the fitted maximal effect; some results filed as inactive show a strong effect at the top dose
#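 CellTiter-Glo luminescence gave cytotoxicity after 18 hours at 37 degrees C. The cells were HepG2 CAGA-GFP in 1% FBS DMEM, stimulated with 500 pg/mL TGF-beta after compound addition. %Activity was normalised to no-cell wells (complete cell-killing) and DMSO (no toxicity), and curves were fitted and classified.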
# Nrf2 block – blocks Nrf2 signaling; Potency, µM (highest dose often 46 µM), for the others: top-dose activity change, negative = inhibition, usual class: inhibitors; 360,000 compounds, 2.1% hits; A549 ARE-Fluc reporter, luciferase luminescence, 18-24 h; further: potency means the concentration at half of the fitted maximal effect; on the % scale 0 is the no-effect control and ±100 the full control effect; nearly all actives have a fitted effect of over 60% in size
#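 Quantitative HTS in A549 cells stably bearing an antioxidant response element-firefly luciferase construct. Inhibition of Nrf2-driven transcription was scored by luminescence after 18-24 h of compound exposure at 37 °C.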
# IL2 activator – activators of IL-2; AID 652025; 360,000 compounds, 0.065% hits; IL-2 activation reporter assay, cell-based qHTS; stimulated with anti-CD3/CD4/CD28 beads; in transgenic mouse T cells; activation, % (series mostly up to about 46 µM); in the data active means activation above about 50%; inconclusive means mostly about 30% to 49%; further: 0% is about no effect
#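 Using fluorescent plate cytometry, EGFP and DsRed are detected in transgenic mouse T cells stimulated 18 h at 37 degrees C with antibody-coated beads after 60 min compound pretreatment.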
# Nrf2 activator – activators of Nrf2 (ARE) signaling; AREc32 ARE-luciferase reporter (MCF7-derived line), luminescence, 24 h; Potency, µM (top dose mostly 46.1 µM), for the others: at the highest dose activation, actives largely listed as activators; 410,000 compounds, 0.31% hits; AID 624171; further: potency means the concentration at half of the fitted maximal effect; % of control where 0% means no effect; nearly all actives have a fitted effect of over 65% in size
#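 Each well held 1000 AREc32 cells, which were incubated with compound for 24 hr at 37 deg C after overnight attachment, and ARE reporter activity was quantified by firefly luciferase luminescence.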
# TGFb SMAD3 inh – TGF-b pathway inhibition | AID 588855 | 410,000 compounds, 1.2% hits | Potency, µM (top dose mostly 46.1 µM), for inactives: at the top dose activity, negative = inhibition, most hits filed as inhibitors | HepG2 CAGA-GFP TGF-b/SMAD3 reporter, GFP fluorescence, 18 h; TGF-beta stimulated, 500 pg/mL final; further: potency means the concentration at half of the fitted maximal effect; on the % scale 0 is the no-effect control and ±100 the full control effect; nearly all actives have a fitted effect of over 65% in size
#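 HEPG2 CAGA-GFP, 1000 cells/well; 2 h settle, 37 C; cpd via pin tool; TGF-b 500 pg/mL final; 18 h, 37 C; GFP imaging ex488/em500-530; %Activity normalised to -TGF-b and +DMSO controls; CRC fit, curve class.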
# * hit, by the source's call; i = inactive; ? = inconclusive; nt = no result given; & = joins results of further samples; [ ] = another dose, or the depositor's remark. Unless noted, the call rests on the fitted dose curve; in most records, active means well fitted curve in the direction sought with a large enough effect; inconclusive means small, poorly fitted or top-dose-only effect, or another doubt; inactive means no such curve, though single readings can be large; an effect the other way counts as inactive or inconclusive.
SMILES,A549 tox,ATXN2 expr inh,S2 tox,EPAC2 agonist,HepG2 viability,Nrf2 block,IL2 activator,Nrf2 activator,TGFb SMAD3 inh
O=C(O)c1ccccc1C(=O)OCc1ccccc1,-5%,12%,i,5%,6%,nt,-0.5,0.2%,-8%
CC(C)COc1cccc(-c2cc(C(=O)N/N=C/c3ccncc3)c3ccccc3n2)c1,0%,80%[activator],i,-10%,-47%,?,0.1,0.1%,-11%
Cc1ccc(-n2ncc3c(N4CCN(Cc5ccccc5)CC4)ncnc32)cc1,15%,14%,i,nt,6%,nt,nt,6.3%,6%
COc1cc(/C=N/NC(=O)c2nonc2C)ccc1O,-3%,15%,i,0%,-1%,-1%,1.8,5.6%,-2%
CCOC(=O)CSc1nc2c(sc3ccccc32)c(=O)n1CCc1ccccc1,1%,-4%,i,nt,-1%,nt,nt,0.5%,?
O=S(=O)(c1ccccc1)N(Cc1ccccn1)Cc1ccccn1,12%,nt,i,2%,0%,-7%,-0.3,0.2%,18%
CC1OC23CCCCC2C(C#N)(C(=N)O3)C1(C#N)C#N (configuration not stated),-1%,9%,i,0%,-13%,26%,-1.1,0.1%,0%
COc1ccc(N2CCN(C(=O)Cn3cnc4c(cnn4-c4ccccc4)c3=O)CC2)cc1,0%,0%[11.3 µM],i,1%,4%,10%,-2.1,-0.3%,-4%
O=C(NCc1cccnc1)c1ccc2sc([C@H]3C[C@H](O)[C@@H](CO)O3)nc2c1,nt,4%,i,7%,1%,nt,0.2,-1.2%,9%
OC[C@@H]1CN(Cc2ccc(F)cc2)C[C@H](n2cnc3c(NCc4ccncc4)ncnc32)O1,nt,7%,i,15%,-10%,nt,0.0,0.3%,21%
COc1cccc(NC(=O)COC(=O)/C=C/c2ccc(Cl)cc2Cl)c1,0%,-11%,i,-3%,-26%,-10%,0.3,2.7%,-25%
O=C(/C=C/c1ccccc1)Nc1cccc(C(=O)NCCc2ccccc2)c1,-14%,-7%,i,18%,-34%,-30%,-0.5,3.0%,-19%
CCCCOc1ccc(NC(=O)CN2CCN(C(=O)OCC)CC2)cc1,3%,4%,i,-8%,13%,14%,-1.8,-1.1%,-27%
CCn1nc(C)cc1C(=O)Sc1ccc(C)cc1,-6%,19%,i,2%,-7%,?,-0.1,12%,-14%
CCCCCCCNC1=CC(=O)CC(c2ccccc2)C1 (configuration not stated),?,?,i,-7%,-39%,?,-3.2,-1.0%,?
Cc1cc(C)cc(-c2nnc(SCC(=O)NCc3cccs3)o2)c1,-18%,6%,i,9%,-1%,-16%,0.7,0.1%,23%
Cn1c(CCNC(=O)c2cc(COc3ccc(F)c(F)c3)on2)nc2ccccc21,-1%,35%,i,-1%,-20%,-1%,3.5,2.7%,-1%
CN(C)S(=O)(=O)c1cc(NC(=O)CN2CCc3ccccc32)ccc1Cl,-5%,12%,i,6%,11%,?,0.8,1.5%,-1%
Cc1cccc(C)c1NC(=O)C(=O)NCCCN1CCOCC1,-4%,8%,i,-4%,3%,2%,1.0,-1.7%,?
O=C(NCc1ccccn1)c1ccc(Cl)cc1Cl,2%,17%,i,5%,-35%,?,-2.0,0.3%,?
Cc1cc(NC(=O)c2cnn3cccnc23)n(-c2ccccc2)n1,0%,-16%,i,5%,-7%,nt,-1.4,0.5%,3%
CSc1ccc(C2N=C(c3ccccc3)NO2)cc1 (configuration not stated),-1%,34%,i,11%,-12%,?,-0.1,7.3%,-1%
Cc1cc(Br)ccc1NC(=S)N1CCOCC1,-1%,5%,i,8%,-15%,1%,-1.0,-0.1%,-6%
COC(=O)[C@@]1(Cc2ccccc2)[C@H]2C(=O)N(C)C(=O)[C@H]2[C@H]2CN=C(SCc3ccc(Cl)cc3)N21,-18%,-20%,?,6%,-37%,-28%,-0.3,5.6%,?
COc1ccc(/C=N/n2c(-c3n[nH]c4c3CCC4)n[nH]c2=S)c(OC)c1OC,-2%,nt,i,10%,5%,-8%,0.5,3.8%,-1%
CCN1/C(=C/C(=S)Nc2ccccc2)Sc2ccccc21,16µM*,0%,i,9%,-20%,6.5µM*,-1.6,8.7%,?
COc1ccc(Br)c(Cn2c(C)c(C(=O)NCc3ccc4c(c3)OCCO4)sc2=O)c1,nt,-14%,i,5%,-12%,nt,1.1,0.0%,1%
NC(N)=Nc1nc2cc([N+](=O)[O-])ccc2o1,-11%,0%,?,1%,9%,9%,0.1,-0.6%,15%
Cn1c(SCC(=O)OCc2ccccc2)nnc1-c1ccco1,1%,4%,i,1%,10%,26%,-0.4,-0.5%,-6%
COc1cc(OC)cc(C(=O)Nc2cc(-c3nc4cccnc4s3)ccc2C)c1,-14%,-4%,i,nt,-30%,2%,nt,-0.7%,-1%
O=C1N=C(N2CCN(c3ccccc3)CC2)S/C1=C/c1ccco1,-3%,nt,nt,-2%,-29%,-4%,-0.7,18%,?
CCn1c(COc2ccccc2)nnc1SCC(=O)Nc1cc(OC)ccc1OC,2%,-16%,i,11%,-1%,-3%,-2.0,0.3%,?
CC(C)(C)OC(=O)N1CCOCCOCCN(C(=O)OC(C)(C)C)CCOCC1,6%,-5%,i,-9%,-15%,17%,-1.5,2.5%,4%
CC(=O)N1CCN(C(=O)CCc2c[nH]c3ccccc23)CC1,0%,5%,i,-3%,1%,8%,-0.5,-1.4%,-10%
O=C1C2CCCN2C(=S)N1Cc1ccccc1 (configuration not stated),-11%,-12%,?,9%,4%,-8%,-0.2,-0.1%,?
O=C(Nc1ccccc1Br)c1cc[n+]([O-])cc1,1%,2%,i,10%,-3%,1%,1.6,-0.1%,10%
COC(=O)c1ccc(C2/C(=C(/O)c3ccc4c(c3)CC(C)O4)C(=O)C(=O)N2Cc2ccncc2)cc1 (configuration not stated),-3%,-3%,i,-9%,6%,50%,-3.2,2.5%,-1%
COc1ccc(OCc2nc(N)nc(Nc3ccc(C)cc3)n2)cc1,-6%,15%,i,-21%,-4%,13%,0.0,4.2%,-3%
O=C(CS)Nc1ccc2ccccc2c1,-3%&6%,-19%,i,8%,-3%,5%&20%,-5.0,17%,-12%
O=C(COC(=O)CNC(=O)c1ccccc1)Nc1ccc(F)c([N+](=O)[O-])c1,-11%,1%,i,-2%,6%,-3%,0.3,12%,1%
CCN(CC)C(NC(=O)Cc1ccccc1)C(Cl)(Cl)Cl (configuration not stated),2%,-8%,i,5%,4%,3%,-1.3,0.1%,-10%
O=C(CSc1ccnc(=O)[nH]1)NCc1ccc(F)cc1,17%,15%,i,nt,-1%,nt,nt,-0.1%,-16%
CCOC(=O)c1[nH]c(=O)[nH]c1COC(=O)c1cc2ccccc2o1,4%,-18%,i,-5%,-1%,1%,11,-0.1%,-29%
CCOC(=O)c1c(C)[nH]c(C(=O)COC(=O)/C=C/c2cccc(OC)c2OC)c1C,-1%,-8%,i,-1%,7%,3%,0.4,0.7%,1%
CCn1c(O)c(/C=C/C=C/C=Nc2ccccc2)sc1=S,5%,19%,i,3%,-13%,29%,0.0,5.2%,-10%
O=C(Nc1ccc(F)cc1)C1CCC(CNc2c(N3CCCCC3)c(=O)c2=O)CC1 (configuration not stated),1%,?,i,4%,0%,-26%,-1.2,0.1%,3%
CCOC(=O)N1CCC(NC(=O)Cn2c3c(c(-c4ccccc4Cl)cc2=O)CCC3)CC1,1%,-1%,i,18%,2%,1%,1.1,-0.6%,-7%
Cc1c(C(=O)OCC(=O)c2ccc3c(c2)OCCO3)oc2ccccc12,-7%,51%[activator],i,8%,9%,24%,-2.5,0.0%,10%
Cc1csc(NC(=O)CSc2nnnn2C)n1,8%,17%,i,6%,-25%,?,-0.2,1.3%,4%
O=C1CCC(=O)N1CC(=O)N(c1ccccc1)c1ccccc1,-6%,-23%,i,-1%,-4%,?,-0.2,2.4%,8%
CCOC(=O)c1c(C)[nH]c(C(=O)COC(=O)c2cnc(C)cn2)c1C,-5%,1%,i,6%,-1%,6%,-2.3,2.7%,21%
COC(=O)[C@@]1(Cc2ccc(F)cc2)[C@H]2c3cc(C(=O)N4CCCC4)n(CCc4ccc(OC)c(Br)c4)c3C[C@H]2CN1C(=O)c1ccccc1,nt,-26%,?,6%,nt,nt,-1.2,5.3%,nt
O=C(CN1C(=O)c2cccnc2Oc2ccc(Cl)cc21)NCCC1=CCCCC1,-2%,-21%,?,-4%,13%,-4%,0.0,2.6%,4%
CC1(C(=O)NCCc2c[nH]c3ccccc23)C=CCN1C(=O)c1ccccc1 (configuration not stated),-3%,30%,i,3%,0%,4%,-0.6,0.0%,-8%
CCCCN(C(=O)NC(=O)C1=C(N2CCOCC2)/C(=C/c2ccccc2)CC1)S(C)(=O)=O,?,12%,nt,-7%,2%,1%,0.4,18%,-2%
Cc1cc(N2CCN(c3ccccc3Cl)CC2)n2cc(-c3ccccc3)nc2n1,?,?,?,7%,-49%,?,1.1,2.7%,?
C=CCn1c(SCC(=O)Nc2c(C)n(C)n(-c3ccccc3)c2=O)nc2ccccc2c1=O,-3%,6%,i,9%,2%,0%,0.1,-0.6%,4%

# Limited to A549 tox (two entries from above):
structure | A549 tox
CCCCOc1ccc(NC(=O)CN2CCN(C(=O)OCC)CC2)cc1 | 3%
CCN(CC)C(NC(=O)Cc1ccccc1)C(Cl)(Cl)Cl (configuration not stated) | 2%

# Screens as filed in PubChem.
